Compound activity: PubChem, several laboratories
TRPML3 agonist = activates the human TRPML3 channel; HEK293 TRPML3-YFP, Fluo-8 calcium fluorescence; 100% = the carbachol control signal; 0.29% of 220,000 active; Q8TDD5; activation, % at 3 µM;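 active = activation above its plate's cutoff, the mean activation of the plate's test wells plus 3 SD, cut at about 12% in these data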;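 note: 0% = DMSO only wells and 100% = carbachol wells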
Target sequence (Q8TDD5 whole entry, looked up): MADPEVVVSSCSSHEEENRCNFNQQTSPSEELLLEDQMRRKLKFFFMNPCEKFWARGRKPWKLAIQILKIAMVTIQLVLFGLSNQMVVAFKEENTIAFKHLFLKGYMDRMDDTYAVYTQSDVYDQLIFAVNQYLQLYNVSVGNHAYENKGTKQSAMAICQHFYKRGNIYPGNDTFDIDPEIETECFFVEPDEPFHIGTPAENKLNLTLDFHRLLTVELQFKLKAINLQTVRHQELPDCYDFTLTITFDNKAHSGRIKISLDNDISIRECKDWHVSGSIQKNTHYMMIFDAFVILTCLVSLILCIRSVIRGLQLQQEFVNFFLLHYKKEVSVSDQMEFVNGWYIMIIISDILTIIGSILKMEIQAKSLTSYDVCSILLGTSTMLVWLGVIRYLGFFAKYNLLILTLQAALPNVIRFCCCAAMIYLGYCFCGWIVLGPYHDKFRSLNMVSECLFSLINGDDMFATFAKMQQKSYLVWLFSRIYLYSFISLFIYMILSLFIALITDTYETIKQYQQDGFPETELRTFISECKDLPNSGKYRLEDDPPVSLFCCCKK
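Test system – HEK293 line with stable expression of human TRPML3-YFP channel · Control set – carbachol 87 µM final as high control (100%), DMSO as low control (0%) · Signal – Fluo-8 calcium dye fluorescence, ex 470-495, em 515-575 nm · Incubation – 1-h 37 °C dye load, 5-s basal, 120-s post-compound reads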
PPC-1+TRAIL kill = PPC-1 cancer cell killing with TRAIL present. PPC-1 cells + TRAIL, ATPLite viability luminescence. cell killing (% activity), % at 4 µM. 0.41% of 220,000 active. AID 1443;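 active = cell killing above 50% in the first pass at 4 µM, then a duplicate retest at 5 µM averaging 50% or more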;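 note: plate controls were cells with TRAIL plus DMSO for no effect and medium-only wells lacking cells for full effect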
Ba/F3 V617F tox = reduce viability of Ba/F3 cells dependent on JAK2V617F; Ba/F3 EpoR-JAK2V617F viability, ATP luminescence; inhibition, % at 5.6 µM; 1.1% of 220,000 active;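 active = inhibition above the campaign mean plus 3 SD over all tested compounds, cut at about 24% in these data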;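 note: cytokine-independent growth of Ba/F3 cells driven by EpoR plus mutant JAK2; 0% = DMSO-treated cells and 100% = JAK inhibitor I control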
RBBP9 inh = human RBBP9 hydrolase inhibition. O75884. recombinant RBBP9, FP-Rh probe fluorescence polarization. inhibition, % at 7.94 µM. 0.2% of 220,000 active;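 active = inhibition above the campaign mean of all tested compounds plus 3 SD, cut at about 14% in these data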;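 note: plate controls were DMSO wells with RBBP9 for no effect and wells lacking RBBP9 protein for full effect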
Target sequence (O75884 whole entry, looked up): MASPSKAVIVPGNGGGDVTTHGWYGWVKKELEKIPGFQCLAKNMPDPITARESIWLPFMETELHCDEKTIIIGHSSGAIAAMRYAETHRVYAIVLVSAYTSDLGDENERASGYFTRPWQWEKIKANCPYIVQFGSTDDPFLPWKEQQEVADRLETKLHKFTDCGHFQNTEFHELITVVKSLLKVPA
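System: RBBP9 protein / Buffer or medium: Tris/NaCl buffer pH 8.0 with 0.1% Pluronic / Probe or stimulus: Serine-hydrolase probe FP-Rh, 375 nM pre-mixing / Dosing: 7.94 µM single dose, 0.794% DMSO / Times: enzyme-compound preincubation 30 min, then probe labeling 45 min, 25 °C / Technique: fluorescence polarization (mP), excitation 525 nm, emission 598 nm / Replication: singlicate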
TNF necrop inh = blocks TNF-alpha induced death of Jurkat FADD-/- cells | 0.068% of 220,000 active | activation (protection from cell death), % at 10 µM | Jurkat FADD-/- TNF necroptosis rescue, ATP luminescence, 24 h; 0 = TNF only, 100 = no-TNF cells | AID 463075;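 active = activation, meaning protection from cell death, of at least 50% relative to plate controls; inactive = activation below 50%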;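 note: necroptosis triggered by 40 ng/mL TNF-alpha added together with compound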
Wee1 stabilizer = blocks degradation of human Wee1 kinase. reporter increase, % at 5 µM. P30291. 1.2% of 220,000 active. HeLa Luc-Wee1K328M stability, luciferase luminescence; 100% = proteasome inhibitor MG132 effect;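 active = activation above the mean of all tested compounds plus 3 SD, set per screening run, cut at about 8.8% in these data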;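 note: cells exposed to compound for 20 h before luminescence read; 0% = DMSO alone and 100% = MG132 at 30 µM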
TRPN1 ag = activates the zebrafish TRPN1 channel; HEK293 zebrafish TRPN1-YFP, Fluo-8 calcium fluorescence; 100% = response to 87 µM carbachol; activation, % at 3 µM; 0.18% of 220,000 active; AID 1424;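 active = activation above its plate's cutoff, the mean activation of test wells on that plate plus 3 SD, cut at about 19% in these data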;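 note: 0% = DMSO alone and 100% = 87 µM carbachol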
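Material: zebrafish TRPN1-YFP in HEK293 cells. Doses: one dose of 3 µM, 0.3% DMSO. Incubation: dye 1 h 37 °C plus 30 min RT. Measured by: intracellular calcium fluorescence with Fluo-8.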
BaF3 tox = parental Ba/F3 viability inhibition as JAK2V617F counter-screen; 1.1% of 220,000 active; inhibition, % at 5.6 µM; CellTiter-Glo ATP luminescence;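 active = inhibition above a per-campaign cutoff, the mean inhibition of all tested compounds plus 3 SD, cut at about 27% in these data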;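 note: 0% = DMSO wells and 100% = JAK Inhibitor I control wells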
CHOP inh = blocks CHOP induction under ER stress | inhibition, % at 10 µM | 3.8% of 220,000 active | CHO-K1 CHOP-promoter luciferase, tunicamycin-induced, 15-18 h;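 active = compounds that reduced the stress-induced luciferase reporter signal by more than about 70% of percent inhibition, limit read from the data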;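 note: 0% = tunicamycin plus vehicle and 100% = wells without tunicamycin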
Active calls of the source: *; . = no result given. Random draw from the library, and some 6.8% of all compounds hit somewhere here.

SMILES	TRPML3 agonist	PPC-1+TRAIL kill	Ba/F3 V617F tox	RBBP9 inh	TNF necrop inh	Wee1 stabilizer	TRPN1 ag	BaF3 tox	CHOP inh
COc1ccc(C2CC(c3cccs3)=NN2C(=O)CSc2nc3ccccc3o2)cc1 (centres undefined)	0.5	10	0	-12	4.4	0	0.2	2	34
COc1nn(CC(=O)N2N=C(C)CC2(O)C(F)F)cc1[N+](=O)[O-] (centres undefined)	0.3	-7	1	-4	-1.2	1	1.9	3	5
Cc1cc(C)nc(NS(=O)(=O)c2ccc(NC(=O)CCN3C(=O)c4ccccc4C3=O)cc2)n1	0.8	12	3	-3	0.4	-1	2.8	9	-24
CCOC(=O)c1ccc(NC(=S)NNC(=O)C2(C)CC2(Cl)Cl)cc1 (centres undefined)	-0.1	2	-1	-6	-1.2	-3	0.6	4	2
COc1ccc(C(=O)N2CCSC2=S)cc1OC	-0.5	22	-3	2	-1.5	4	0.2	1	24
CCCC(c1nnnn1Cc1ccc(OC)cc1)N1CCN(c2ccccc2)CC1 (centres undefined)	-0.1	-7	-5	2	-0.4	-1	1.6	1	21
COc1ccc(Nc2nc(-c3ccc(OC)cc3)c(CCC(=O)O)s2)cc1	0.1	7	1	-1	3.0	-4	0.1	0	20
Cc1ccccc1NC(=O)Cc1nc(-c2ccc3ccccc3c2)cs1	-0.3	-16	0	-6	-1.0	-2	-0.9	8	53
O=C1c2cccc([N+](=O)[O-])c2C(=O)N1c1ccccc1	0.4	16	4	-6	0.8	0	0.1	9	28
N#CC1=C(SCc2ccccc2)NC(=O)CC1c1ccc(O)cc1 (centres undefined)	-0.7	3	6	1	-3.0	0	1.6	10	16
COc1ccc(-c2nc(C#N)c(NCCc3ccccc3)o2)cc1OC	-1.9	9	6	-3	-1.5	3	-2.5	6	-11
Cc1ccc(C=Nc2cc([N+](=O)[O-])ccc2C)s1	0.7	13	2	-10	0.1	-3	0.4	5	30
Cn1c(=N)c(S(=O)(=O)c2ccccc2)cc2c(=O)n3ccccc3nc21	0.4	13	-1	-7	0.5	-2	0.2	0	-8
CCCCn1c(N)c(N(CC(C)C)C(=O)CCCSc2nncs2)c(=O)[nH]c1=O	0.8	8	0	-6	1.9	-3	-0.1	6	-8
CCCCn1nc(CC(=O)NCCN(CC)CC)c2ccccc2c1=O	0.0	2	-5	-7	-1.1	1	-0.9	2	-11
CCOC(=O)c1cnc(SC)nc1Oc1cccc(NC(=O)c2cccc(Cl)c2Cl)c1	-0.5	13	-1	-9	-0.5	0	0.6	7	10
Cc1cc2cc(C)c3nnc(SCC(=O)Nc4ccc(S(=O)(=O)N5CCCCC5C)cc4)n3c2cc1C (centres undefined)	0.7	-1	2	4	1.2	-1	0.6	8	33
Cc1cc(OCC(=O)NC(C)C)cc(C)c1Cl	-1.0	-17	3	0	-0.8	0	-2.1	6	2
COc1cc2nc(CN(C)Cc3ccc(Cl)cc3)[nH]c(=O)c2cc1OC	0.0	-5	0	2	2.6	-2	-0.1	2	28
CC(C)[N+](C)(C)CC#CC(O)(c1ccccc1)c1ccccc1	0.3	2	0	-10	1.0	0	1.0	0	9
COc1ccc(Cn2c(CCC(=O)O)nc3cccnc32)cc1	0.2	2	-3	-2	0.8	-3	0.6	2	9
CN(C)c1nc(Oc2ccc(=O)n(C)n2)nc(N2CCOCC2)n1	0.9	14	-1	-5	-1.1	-2	0.7	0	-5
CCSC1=NCCN1C(=O)c1c(-c2ccccc2Cl)noc1C	0.9	5	-1	0	0.2	1	-0.2	1	44
COC(=O)NCCOc1cc(C)ccc1C	0.5	6	1	1	-1.6	2	-0.2	6	-16
CCn1c(N2CCC(Cc3ccccc3)CC2)nc2c1c(=O)[nH]c(=O)n2C	-0.4	-10	-1	7	-8.6	0	-1.5	3	21
CCc1ccc(-n2c(SCC(=O)Nc3cc(C)[nH]n3)nc3[nH]ncc3c2=O)cc1	-0.2	-17	-1	-5	-3.9	-3	0.0	2	-18
Cn1c(=O)c(C(=O)CN2CCCCCC2)c(N)n(Cc2ccccc2)c1=O	0.6	7	-1	3	0.7	2	2.9	4	13
O=C(Cc1ccccc1)Nc1ccccc1N1CCCC1	0.2	-1	1	-10	-1.6	-3	-2.6	5	12
CN(C)c1ccc(NC(=O)CN2CCC(C(=O)c3ccc(F)cc3)CC2)cc1	-0.3	-10	2	-11	0.1	1	0.4	5	14
CC(OC(=O)c1cccnc1)C(=O)NCc1ccc2c(c1)OCO2 (centres undefined)	0.3	12	3	-4	0.8	-1	0.5	9	13
Cc1cccc(N=Nc2cnc(N)s2)c1	0.3	0	0	-6	-3.1	1	-3.0	3	3
C=CCn1c(COc2cccc3ccc(C)nc23)nnc1SCC(=O)O	0.7	14	-1	-5	-1.1	0	1.4	1	-39
Cc1[nH]n(-c2ccccc2)c(=O)c1C(C[N+](=O)[O-])c1ccccc1Cl (centres undefined)	0.3	13	-2	-4	0.6	-2	-0.7	3	-8
CC(=O)Nc1nonc1-c1nc2ccccc2n1CCC#N	0.9	12	0	-8	-3.4	4	1.5	4	-1
O=C(NC1CCCCC1)C1CN(S(=O)(=O)c2ccccc2)CCN1S(=O)(=O)c1ccccc1 (centres undefined)	-0.3	18	1	-8	0.4	1	-1.0	8	5
CNC(=S)Nc1cc(OC)c(NC(=O)c2ccco2)cc1OC	0.3	-6	-2	0	0.6	9.9*	0.5	0	-22

5 compounds out of the list, sorted by length of the SMILES, ascending:
SMILES	TRPML3 agonist	PPC-1+TRAIL kill	Ba/F3 V617F tox	RBBP9 inh	TNF necrop inh	Wee1 stabilizer	TRPN1 ag	BaF3 tox	CHOP inh
CNC(=S)Nc1cc(OC)c(NC(=O)c2ccco2)cc1OC	0.3	-6	-2	0	0.6	9.9*	0.5	0	-22
CCCCn1nc(CC(=O)NCCN(CC)CC)c2ccccc2c1=O	0.0	2	-5	-7	-1.1	1	-0.9	2	-11
Cc1ccccc1NC(=O)Cc1nc(-c2ccc3ccccc3c2)cs1	-0.3	-16	0	-6	-1.0	-2	-0.9	8	53
CN(C)c1nc(Oc2ccc(=O)n(C)n2)nc(N2CCOCC2)n1	0.9	14	-1	-5	-1.1	-2	0.7	0	-5
CCOC(=O)c1ccc(NC(=S)NNC(=O)C2(C)CC2(Cl)Cl)cc1 (centres undefined)	-0.1	2	-1	-6	-1.2	-3	0.6	4	2

Further structures follow:
SMILES	TRPML3 agonist	PPC-1+TRAIL kill	Ba/F3 V617F tox	RBBP9 inh	TNF necrop inh	Wee1 stabilizer	TRPN1 ag	BaF3 tox	CHOP inh
Cc1cc(C)n(CCN(C)C(=O)c2cc(COc3c(F)cccc3F)on2)n1	1.0	22	1	-5	0.2	1	-0.8	8	1
COc1ccc(CN2CCN(C(=O)CN3C(=O)C4C5C=CC(C5)C4C3=O)CC2)c(OC)c1OC (centres undefined)	0.9	9	-2	-6	-2.9	-2	0.7	5	39
COc1ccc(/C=N/N=C2/NC(=O)C(c3ccccc3)(c3ccccc3)S2)cc1	0.3	-5	-3	4	-0.3	1	-0.8	2	19
O=C(CNC(=O)c1ccccn1)N/N=C/c1ccc2c(c1)OCO2	0.8	13	1	-10	0.3	1	1.2	4	-13
Cc1ccc(C(=O)Cn2c(-c3ccccc3)noc2=O)cc1	0.4	16	-1	-6	0.4	3	0.0	4	-4
COc1cc(Cl)c(S(=O)(=O)NCCCN2CCOCC2)cc1Cl	1.2	13	-3	-2	1.4	0	-0.1	-1	7
CCOC(=O)c1ccccc1N1C(=O)CSC1=S	0.9	0	5	-11	-4.7	1	1.8	2	33
COC(=O)C(NC(C)=O)(Nc1ccc(C)cn1)C(F)(F)F (centres undefined)	0.4	16	2	-5	1.4	3	2.5	-2	5
O=C(O)CCCCCN1C(=O)C(O)=C(C(=O)/C=C/c2ccccc2)C1c1ccccc1[N+](=O)[O-] (centres undefined)	-0.8	-4	0	-2	0.6	-3	1.7	8	-27
O=C(Nc1nc2ccccc2n1CCN1CCCC1)c1ccc(Cl)cc1	1.2	17	-3	5	0.8	2	1.2	9	1
COc1ccc(C(=O)N/C(=C\c2cn(S(=O)(=O)N(C)C)c3ccccc23)C(=O)NC(C)C)cc1	0.9	-1	0	-8	1.5	3	-0.5	6	9
Oc1ccc(-c2nnc(Nc3cccc(O)c3)c3ccccc23)cc1	-0.1	10	2	3	-7.6	0	0.8	-3	0
COc1ccccc1NC(=O)Cn1nc(-c2ccc3c(c2)OCCO3)ccc1=O	0.8	4	-1	-12	-0.9	1	2.0	5	23
COc1ccc(-n2c(C)cc(C(=O)CN3CCCCC3)c2C)cc1	-0.5	20	1	1	0.1	9	0.3	6	10
COc1ncccc1-c1nnn(-c2ccccc2)n1	-0.3	17	3	0	-1.5	4	-1.1	-1	-11
O=C(Nc1cccc(Cl)c1)C1=Cc2cc(Cl)ccc2OC1	1.2	22	-4	-41	1.9	1	0.8	2	-25
Cc1ccc(C2(C)NC(=O)N(CC(=O)Nc3cccnc3Cl)C2=O)cc1 (centres undefined)	1.4	16	3	-11	-0.8	0	4.3	3	0
Cc1c(Cl)cccc1NC(=O)CN1CCN(CCO)CC1	0.7	-4	-4	4	-0.1	-2	-1.0	1	20
Cc1c(Br)c([N+](=O)[O-])nn1CC(=O)N(C)Cc1ccccc1	-0.1	-4	-3	-8	2.5	5	-2.3	2	3
Cn1c(=O)n(C)c2cc([N+](=O)[O-])c(N3CCN(CCO)CC3)cc21	1.6	4	2	4	0.5	2	0.1	7	-10
O=C(Nc1ccc(Nc2ccccc2)cc1)c1ccco1	-0.7	-1	4	-8	-0.4	0	1.2	1	-27
CCCCN(C(=O)c1ccc(OC(F)(F)F)cc1)c1c(N)n(CCC)c(=O)[nH]c1=O	0.6	33	-3	1	0.2	-3	1.0	3	7
CC(=O)N1CCN=C1SCc1ccccc1	0.3	6	0	-11	0.3	-2	-0.7	3	45
O=C1C2C3C=CC(C3)C2C(=O)N1/N=C/c1cn(Cc2ccccc2)c2ccccc12 (centres undefined)	0.8	.	-3	-1	-4.8	0	0.4	6	69
Cc1cccc(NNC(=O)c2c(F)cccc2Cl)c1	-0.6	4	1	8	-0.2	-1	0.3	-4	-4
Cc1ccc(N2CCN(CC(O)COc3cccc4ccccc34)CC2)cc1 (centres undefined)	0.1	-3	-3	-2	4.4	7	0.7	-4	86*
CCCCOC(=O)N1CCOCCOCCOCCOCC1	0.8	23	2	-1	0.7	0	1.0	-3	5
Cc1cnc(NC(=O)C2COc3ccccc3O2)s1 (centres undefined)	-0.1	12	-7	-4	76*	-2	0.3	2	44
CCCCNC(=O)NC1(C(F)(F)F)Oc2ccccc2O1	-0.1	17	7	-6	-9.4	1	-1.9	4	-96
COC(=O)CCc1c(C)c(C(=O)c2ccc(F)cc2)c2ccccn12	0.5	-9	0	1	0.1	0	-0.5	2	22
